Screens as filed in PubChem BioAssay.
RmlCD inh mix: RmlC and RmlD coupled enzyme inhibitors, primary screen, biochemical, 384-well, compound mixtures, retest; hit rate 0.39% among 110,000; RmlC/RmlD coupled enzyme inhibition, 384-well mixture HTS; AID 1532, 2009; inhibition, % at 5.5 µM; in the data active means inhibition above about 30%, passing the limit was not always enough; inconclusive means no clear call, values can overlap the other calls; further: strong numbers were not always called active
RT RNaseH block: HIV-1 RT RNase H inhibitors, primary screen, biochemical, fluorescence | RT-RNase H RNA/DNA duplex cleavage | hit rate 1.9% among 65,000 | AID 565, 2006 | inhibition, % at 10 µM | Gag-Pol polyprotein (Human immunodeficiency virus type 1 group M subtype B (isolate …; in the data active means inhibition above about 50%
* hit, by the source's call; u = inconclusive; x = not tested or not shown. An excerpt. The share of hits here may be higher or lower than overall.

SMILES	RmlCD inh mix	RT RNaseH block
COc1cc(O)c(C(CCN2CCCC2)c2ccc3c(c2)OCO3)c(OC)c1 (centres undefined)	14	x
CC(C)(NCc1ccccc1Cl)C(=O)O	x	1
CC(=O)N1CCc2cc(S(=O)(=O)CCC(=O)N3CCc4ccccc4C3)ccc21	-14	x
COCCCN1C(=O)C(O)=C(C(C)=O)C1c1ccccn1 (centres undefined)	-4	-8
Cc1ccc(C)c(SCC(=O)OCC(=O)c2ccco2)c1	5	-22
CCOC(=O)c1sc(NC(=O)c2cc3n(n2)C(C(F)(F)F)CC(c2ccccc2)N3)c(C(=O)OCC)c1C (centres undefined)	5	x
COc1cc2c(cc1O)C(Cc1ccc(O)cc1)[N+](C)([O-])CC2 (centres undefined)	8	x
CC1CCCCN1S(=O)(=O)c1ccc(S(=O)(=O)N(Cc2ccccc2)Cc2ccco2)cc1 (centres undefined)	5	x
COc1cccc(C2NC(=O)N(CCCC(=O)O)C(C)=C2C(=O)OCc2ccccc2)c1 (centres undefined)	5	x
CCn1c(SCC(=O)NCc2ccc3c(c2)OCO3)nnc1-c1c[nH]c2ccccc12	-9	3
COc1ccc(CNc2oc(C)nc2C#N)cc1	-14	-8
Cc1cc(N2C(=O)C3C4C=CC(C4)C3C2=O)ccc1Br (centres undefined)	-1	-4
NS(=O)(=O)c1ccc(NCc2c(F)cccc2Cl)cc1	-1	-49
CC1CN(C2CCCCC2)c2nc3c(c(=O)n(C)c(=O)n3C)n2C1 (centres undefined)	-1	5
N#Cc1c(C(F)(F)F)cc(-c2ccccc2)nc1SCC(=O)Nc1sc2c(c1C#N)CCC2	-7	x
Nc1cc(=O)[nH]c(=O)n1Cc1ccco1	6	-8
O=C(CNC(=O)c1cccs1)NC1=NCCS1	-3	1
CCOC(=O)N1CCN(Cc2nc3c(c(=O)n(C)c(=O)n3C)n2Cc2ccccc2C)CC1	-13	5
CN1C(=O)CC(N2CCN(C(c3ccccc3)c3ccccc3)CC2)C1=O (centres undefined)	-7	-11
Cc1ccc(N2CC(C(=O)N/N=C/c3cccc([N+](=O)[O-])c3)CC2=O)cc1 (centres undefined)	7	x
CC(=O)c1ccc(OC(NC(=O)Cc2ccccc2)C(Cl)(Cl)Cl)cc1 (centres undefined)	2	x
COc1ccc(Cl)cc1NC(=O)COC(=O)/C=C/c1c(C)nn(C2CCS(=O)(=O)C2)c1Cl (centres undefined)	-13	x
CCN(CC)Cc1c(-c2ccccc2)[nH]c2ccc(C)cc2c1=O	5	x
O=C(CN(CCc1ccccc1)C(=O)CNS(=O)(=O)c1ccccc1)NCC1CCCO1 (centres undefined)	6	-11
O=C(Nc1nc2ccccc2[nH]1)C12CC3CC(CC(C3)C1)C2	-2	x
COc1ccc(C2(C(=O)Nc3cc(C)on3)CCOCC2)cc1	7	-6
CCOC(=O)c1cc2c(=O)n3ccccc3nc2n(CCOC)c1=NC(=O)c1ccncc1	u	x
N#Cc1ccc(OCc2nnc(SCC(=O)N3CCCc4ccccc43)n2-c2ccccc2)cc1	3	88*
O=C(Nc1ccc(S(=O)(=O)NCc2ccco2)cc1)c1ccc2ccccc2n1	x	5
O=C(CSc1nnc(Cc2cccs2)n1-c1ccccc1)NCc1ccc2c(c1)OCO2	-4	-29
COc1cc2c(cc1O)[C@H](Cc1ccc(Oc3cc(C[C@@H]4NCCc5cc(OC)c(O)cc54)ccc3O)cc1)NCC2	2	x
COC(=O)CC1(c2cccc3ccccc23)C(=O)c2ccccc2C1=O	30	x
O=C(CSc1nc2ccccc2o1)Nc1ccc(N2CCOCC2)c(Cl)c1	-4	-14
COn1c(-c2ccccc2)nc2ccc(Cl)cc21	7	x
CCOC(=O)CNC(=O)CSc1nnc(COc2ccc(Cl)cc2)n1CC	-9	-4
CC1(C)NC(=O)N(CC(O)COc2ccccc2-c2ccccc2)C1=O (centres undefined)	6	-6

Single values from the list.
RT RNaseH block result of O=C(Nc1ccc(S(=O)(=O)NCc2ccco2)cc1)c1ccc2ccccc2n1 = 5
RT RNaseH block result of CC1(C)NC(=O)N(CC(O)COc2ccccc2-c2ccccc2)C1=O (centres undefined) = -6
RT RNaseH block result of N#Cc1ccc(OCc2nnc(SCC(=O)N3CCCc4ccccc43)n2-c2ccccc2)cc1 = 88*

Next part.
SMILES	RmlCD inh mix	RT RNaseH block
COc1cc(C2C=C(C34CC5CC(CC(C5)C3)C4)NC(=S)N2)cc(OC)c1OC (centres undefined)	-11	x
O=C(Nc1cc(C(F)(F)F)ccc1N1CCCCC1)c1ccco1	-11	-10
CC1(C)Cc2c(sc3c4nnnn4c4nnnn4c23)CO1	-8	3
COc1cc(-c2nc(S(=O)(=O)c3ccc(C)cc3)c(N3CCOCC3)o2)cc(OC)c1OC	x	-7
CC(NC(=O)c1cccnc1)C(c1ccccc1)N1CCN(C)CC1 (centres undefined)	-8	x
Cc1cc(C)n2ncc(C(=O)NCc3ccccc3)c2n1	-8	x
CCCCn1c(NCc2ccc3c(c2)OCO3)nc2ccccc21	11	x
CN1CCN(C(=O)COc2ccc(S(=O)(=O)N(C)Cc3ccccc3)cc2)CC1	13	x
c1ccc(CCN2CCN(c3ncnc4c3cnn4-c3ccccc3)CC2)cc1	-11	-13
Cc1cc(C(=O)N/N=C\c2ccc(COc3ccc([N+](=O)[O-])cc3)o2)ccc1[N+](=O)[O-]	-11	x
CCCCN(C)CCCNC(=O)c1cccc(N2CCCC2=O)c1	20	-24
CCNS(=O)(=O)c1c(C)cc(N2CCCC2=O)cc1C	3	-3
COc1ccc(C2/C=C\CN(C(=O)c3ccccc3)[C@H](Cc3ccccc3)C(=O)N2Cc2ccc(F)cc2)cc1 (some centres undefined)	-11	x
Cc1nnc(SCCn2c(N3CCN(Cc4ccccc4)CC3)nc3c2c(=O)[nH]c(=O)n3C)s1	-86	0
Cc1ccc2c(c1)C1C=CCC1C(C(=O)NCCCN1CCOCC1)N2 (centres undefined)	6	x
c1nc(N2CCOCC2)c2[nH]cnc2n1	4	0
O=C(O)c1ccc(Cn2cc(Cl)cn2)cc1	11	1
CCOC(=O)c1nn(-c2ccc3c(c2)CCN3C(C)=O)cc1O	-54	0
CN(C)CCNC(=O)c1ccc(CS(=O)(=O)c2ccc(Br)cc2)o1	4	-6
CCS(=O)(=O)n1nc(-c2ccc(C)cc2)nc1N	5	-10
CC(=O)Nc1cccc(NC(=O)CSc2nnnn2Cc2ccccc2)c1	12	-18
Cn1c(=O)c(=O)n(C)c2cc(S(=O)(=O)N3CCC(N4CCCCC4)CC3)ccc21	-3	-14
O=C(c1cc(C2CC2)on1)N1CCN(c2ccccc2)CC1	5	x
O=C(NCCO)c1c(O)c2cccc3c2n(c1=O)CC3	49	-22
COc1cc(NC(=S)NN2CCN(C)CC2)cc(OC)c1	2	x
COC(=O)c1ccc(C23CC4(C2)[C@H](CN(CC2CCCCC2)[C@@H]4c2ccccc2)C3c2ccc(Cl)nc2)cc1 (some centres undefined)	-12	x
O=c1c2ccccc2ncn1Cc1nc2ccccc2s1	5	-7
Cc1cc(C)c2cc(C(c3nnnn3C3CCCC3)N3CCOCC3)c(=O)[nH]c2c1 (centres undefined)	-3	10
COCCn1cc(C(=O)N2CCCC(C)C2)c2c3ccccc3n(C)c2c1=O (centres undefined)	17	-3
O=C(c1ccc2c(c1)OCO2)N1CCc2ccccc2C1	-7	-22
O=C(Cn1nc(Cc2cccnc2)c2ccccc2c1=O)NCCCN1CCCC1=O	-9	-5
COCCCn1c(SCC(=O)N2CCCC(C)C2)nnc1-c1ccco1 (centres undefined)	-12	-10
CC(C)(O)C#CC#CCN1CCOCC1	-9	2
CCCCCCCOc1ccc(OC(=O)c2ccncc2)cc1	-15	x
COC(=O)[C@@]1(Cc2ccc(OC)cc2)[C@H]2c3cc(C(=O)N4CCCC4)n(C[C@H](O)CO)c3C[C@H]2CN1C(=O)c1ccccc1	5	x
CC(C)CC(CO)N1CCN(C(=O)c2cccc(Cl)c2)CCC1=O (centres undefined)	0	x
CCc1nnc(NC(=O)CCC(=O)N2CCN(Cc3ccccc3)CC2)s1	5	-1
O=C(CCn1[nH]c(=O)c2ccccc2c1=O)OC1CCCCC1	-7	-3
CCNc1nc(N)nc(Oc2ccc(C(=O)OC)cc2)n1	9	-11
CS(=O)(=O)N(CC(=O)NCc1ccco1)Cc1ccc(Cl)cc1	x	22
Cc1cc(=O)[nH]c(SCC(=O)c2ccccc2)c1C#N	7	12
COc1cccc(NC(=O)N(Cc2ccco2)C(C)c2cccs2)c1 (centres undefined)	7	-23
c1cnc(N2CCN(c3nc4ccccc4n4cnnc34)CC2)nc1	6	-22
Cc1nn(-c2cc(N3CCCCC3)ccc2N)c(=O)c2ccccc12	5	22
S=c1nc(-c2ccco2)[nH][nH]1	17	x
Cc1cc(OCCCCN2C(=O)NC(C)(C)C2=O)cc(C)c1Cl	-6	x
CSc1nc(C)c(CCOC(=O)c2ccccc2)c(=O)[nH]1	-3	x
CCn1c(SCC(=O)Nc2ccc3c(c2)OCCO3)nnc1-c1ccccn1	-37	-17

The list goes on, starting with the last 4 of the part before.
SMILES	RmlCD inh mix	RT RNaseH block
S=c1nc(-c2ccco2)[nH][nH]1	17	x
Cc1cc(OCCCCN2C(=O)NC(C)(C)C2=O)cc(C)c1Cl	-6	x
CSc1nc(C)c(CCOC(=O)c2ccccc2)c(=O)[nH]1	-3	x
CCn1c(SCC(=O)Nc2ccc3c(c2)OCCO3)nnc1-c1ccccn1	-37	-17
Cn1c(/C=C/c2ccc([N+](=O)[O-])o2)nc2ccccc2c1=O	-11	x
Cc1oc(-c2ccccc2F)nc1CS(=O)(=O)CC(=O)N1CCCCCC1	4	-35
CC(NCCc1ccc(O)cc1)C(O)c1ccc(O)cc1 (centres undefined)	-16	-5
COc1cc(C(=O)Oc2cc(C)cc(C)c2)cc(OC)c1OC	-7	x
C=CCn1c(SCC(=O)NCc2ccc3c(c2)OCO3)nnc1C1CCCCC1	15	24
CSc1nnc(-c2ccccc2)c(=O)[nH]1	-12	-7
O=C(CNS(=O)(=O)c1ccc(Br)s1)N1CCN(c2ncccn2)CC1	-14	-9
Cc1cc(C)c(C#N)c(N2CCCC(C(N)=O)C2)n1 (centres undefined)	9	45
O=C(c1cnn2c(C(F)F)cc(-c3ccccc3)nc12)N1CCN2CCCC2C1 (centres undefined)	9	5
O=C(CCN1CCCC1Cc1ccccc1)c1ccc2c(c1)OCCO2 (centres undefined)	x	19
CC1=C(C(=O)Nc2ccccc2)C(c2ccc(C)cc2)N=C(Nc2nc3ccccc3o2)N1 (centres undefined)	-4	x
CCN(CC)c1ccc(-c2nc3cnccn3c2NC2CCCC2)cc1	-57	x
CCCCC(=O)Nc1cccc(NC(=O)C(C)C)c1	-7	x
CCOC(=O)c1c(C)nc2sc3c(c2c1-c1ccc(OC)cc1)NC(c1ccccc1)NC3=O (centres undefined)	4	x
CCOC(=O)c1c(NCc2ccc3c(c2)OCO3)c2ccccc2[nH]c1=O	-5	-37
Cc1cc(C)c(NC(=O)CN2C(=O)NC3(CCCCC3)C2=O)c(Cl)c1	-15	-5
CC(=O)c1c(C)nn(C(=O)c2cccs2)c1C	-4	-28
Cc1ccc(N2C(=O)c3ccc(C(=O)Nc4cccnc4)cc3C2=O)c(C)c1	-28	x
Cc1cc(C)n(S(=O)(=O)c2cc(Cl)ccc2Cl)n1	-7	-22
Cc1c(Cl)ccc2c1NC(=O)[C@]21[C@@H]2C(=O)N(Cc3ccccc3)C(=O)[C@@H]2[C@@H]2CCCN21	-7	4
C=C(C)C1CC=C(C)/C(=N/NC(=O)COc2cccc(C)c2)C1 (centres undefined)	4	x
CC(C)N1CC=C2C(C#N)=C(N)C(C#N)(C#N)C(c3ccccc3)C2C1 (centres undefined)	9	-4
COc1cc2c(cc1OC)CN(CC(=O)Nc1ccccc1C#N)CC2	-7	x
CC(C)CN(C(=O)COC(=O)CCc1c[nH]c2ccccc12)C1CCS(=O)(=O)C1 (centres undefined)	11	0

Of the compounds above, 7 have a cyano group.
SMILES	RmlCD inh mix	RT RNaseH block
COc1ccc(CNc2oc(C)nc2C#N)cc1	-14	-8
N#Cc1c(C(F)(F)F)cc(-c2ccccc2)nc1SCC(=O)Nc1sc2c(c1C#N)CCC2	-7	x
N#Cc1ccc(OCc2nnc(SCC(=O)N3CCCc4ccccc43)n2-c2ccccc2)cc1	3	88*
Cc1cc(=O)[nH]c(SCC(=O)c2ccccc2)c1C#N	7	12
Cc1cc(C)c(C#N)c(N2CCCC(C(N)=O)C2)n1 (centres undefined)	9	45
CC(C)N1CC=C2C(C#N)=C(N)C(C#N)(C#N)C(c3ccccc3)C2C1 (centres undefined)	9	-4
COc1cc2c(cc1OC)CN(CC(=O)Nc1ccccc1C#N)CC2	-7	x

Continuation:
SMILES	RmlCD inh mix	RT RNaseH block
CCc1c(C)c(C#N)c2nc3ccccc3n2c1Nc1c(C)n(C)n(-c2ccccc2)c1=O	6	4
COc1ccc(C(C(=O)NC2CCCC2)N(C(=O)c2ccco2)c2ccc(OC)c(OC)c2)cc1 (centres undefined)	0	x
CC(C)CCNC(=O)CN(C(=O)Cn1nnc(-c2ccc(F)cc2)n1)C1CCCC1	-8	12
Cc1ccc2cc(C)c(N3CCN(c4ccccn4)CC3)nc2c1	-14	-12
O=C1c2ccccc2C(=O)N1CC1c2ccccc2CCN1S(=O)(=O)c1ccccc1 (centres undefined)	-1	x
Cc1cccn2cc(CSc3ccccc3N)nc12	6	x
Cc1nccn1-c1ncnc2sc3c(c12)CCCC3	-4	-15
COc1ccc([N+](=O)[O-])cc1NC(=O)CSc1ccccc1	3	x
COc1ccc2c(c1)[nH]c1c(=O)n(Cc3ccccn3)cnc12	1	x
O=c1[nH]c(SCc2ccccc2Cl)nc2c1cnn2-c1ccccc1	2	15
O=c1c(-c2ccc(O)cc2O)coc2cc(O)cc(O)c12	3	x
